# Screens from PubChem BioAssay.
# MLL CXXC-DNA inh = inhibitors of human MLL CXXC domain-DNA interaction. MLL-CXXC / FITC-HOXA9 DNA fluorescence polarization. Potency, µM (top dose mostly 115 µM), inactives show at the highest dose activity change, negative = inhibition, most hits filed as inhibitors. 0.037% of 290,000 active. AID 2662; active = well fitted inhibition curve with a large enough effect in the polarisation, with a control signal flat, not every such curve was filed as active; inconclusive = small, poorly fitted or top-dose-only effect, or effect the other way, or a change in a side signal; inactive = no such curve, though single readings can be large or run the other way; the % refers to the polarisation; also: potency is read from the fitted curve at half-maximal effect
#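 Purified MLL-CXXC (added from a 7 uM solution) was preincubated 5 min at ambient with pinned compounds in 50 mM Tris-HCl pH 7.5, 50 mM NaCl, 1 mM DTT, 0.05% BSA. Fluorescein-labeled HOX-A9 DNA (50 nM solution) followed, 30 min, then polarization read.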
# ASM inhibitor = human S-ASM enzyme inhibition; placental ASM, HMU-PC fluorogenic substrate, 60 min; Potency, µM (doses to about 57.5 µM), for the others: at the highest dose activity change, negative = inhibition, actives largely listed as inhibitors; 0.006% of 340,000 active; also: potency is read from the fitted curve at half-maximal effect
# Target sequence (P17405 47-631 limits assumed): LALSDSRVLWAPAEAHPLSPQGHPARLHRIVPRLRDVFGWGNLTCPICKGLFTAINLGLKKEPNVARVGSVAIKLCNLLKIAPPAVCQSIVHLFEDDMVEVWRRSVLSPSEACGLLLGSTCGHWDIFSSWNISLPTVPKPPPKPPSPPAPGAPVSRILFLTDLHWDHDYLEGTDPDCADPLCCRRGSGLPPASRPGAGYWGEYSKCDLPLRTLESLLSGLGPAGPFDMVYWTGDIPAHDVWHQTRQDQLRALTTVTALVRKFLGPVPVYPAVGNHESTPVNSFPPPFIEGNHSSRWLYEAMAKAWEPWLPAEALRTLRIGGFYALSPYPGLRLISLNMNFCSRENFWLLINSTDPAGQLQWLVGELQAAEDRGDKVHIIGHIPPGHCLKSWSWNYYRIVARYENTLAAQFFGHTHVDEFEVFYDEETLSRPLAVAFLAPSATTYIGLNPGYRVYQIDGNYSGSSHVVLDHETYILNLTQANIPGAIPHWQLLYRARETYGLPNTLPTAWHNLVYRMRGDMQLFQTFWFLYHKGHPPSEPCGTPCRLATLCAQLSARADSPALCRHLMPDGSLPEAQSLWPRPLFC
#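 Fluorogenic HMU-PC substrate (9 uM final) is turned over by placental ASM in 60 min at 37 C after a 10 min compound preincubation. Reaction ended by alkaline stop (pH 10), with fluorescence read at 386/447 nm.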
# a7 integrin act = integrin-mediated muscular dystrophy alleviation activation | 0.064% of 350,000 active | alpha7betagal myoblasts, beta-gal FDG fluorescence, 48 h | Potency, µM (series often up to 38.3 µM), for inactives: top-dose activation, usual class: activators;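 also: potency is read from the fitted curve at half-maximal effect; 100% = response of the positive control SU9516; nearly all actives have a fitted effect of over 60% in size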
#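 alpha7betagal+/- myoblasts (passage 13, 250/well) treated 48 h at 37C with compounds at 1:260 dilution of DMSO stock. Lysed, then beta-galactosidase activity read as FDG fluorescence (ex 480/em 540) after 30 min, with pre-read for autofluorescence.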
# GALK inhibitor = inhibitors of human galactokinase; Potency, µM (top dose mostly 57.5 µM), inactives show at the top dose activity change, negative = inhibition, most hits filed as inhibitors; P51570; Purified GALK, Kinase-Glo residual ATP luminescence; AID 1868; 0.007% of 270,000 active; also: potency is read from the fitted curve at half-maximal effect; % is scaled to controls: 0 for no effect and ±100 for the full control effect
# Target sequence (P51570 whole entry, looked up): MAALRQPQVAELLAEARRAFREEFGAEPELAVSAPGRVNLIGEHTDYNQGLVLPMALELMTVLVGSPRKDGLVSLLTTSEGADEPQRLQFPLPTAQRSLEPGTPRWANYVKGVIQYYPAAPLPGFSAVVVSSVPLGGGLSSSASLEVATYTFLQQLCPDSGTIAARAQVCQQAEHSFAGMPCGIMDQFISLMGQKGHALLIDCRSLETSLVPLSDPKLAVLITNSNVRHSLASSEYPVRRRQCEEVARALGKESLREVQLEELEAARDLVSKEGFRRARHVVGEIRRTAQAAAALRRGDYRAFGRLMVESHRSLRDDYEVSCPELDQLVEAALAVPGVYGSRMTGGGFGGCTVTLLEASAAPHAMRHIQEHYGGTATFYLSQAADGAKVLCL
#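 Galactose (100 uM) and ATP (35 uM) were turned over by 5 nM GALK for 1 h at RT. Kinase-Glo Plus then converted the remaining ATP into a luminescent signal.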
# KCNH2 WT inh = inhibitors of human wildtype KCNH2 potassium channel; AID 720551; U2OS, BacMam KCNH2, thallium flux FluxOr; active compounds read low; 0.37% of 340,000 active; activity change, % at 1.84 µM;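 active = maximum activity change below -70%; inconclusive = maximum activity change between -70% and -50%; inactive = maximum activity change above -50%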; also: % is scaled to controls: 0 for no effect and ±100 for the full control effect
#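 U2OS cells were transduced with wild-type KCNH2 virus (2.03 x 10^8 / mL) for 4 h at room temperature, then cultured overnight at 37 C. Thallium flux was read with FluxOr dye. Rate constants were normalized to DMSO controls.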
# TRPV1 ag = agonists of human vanilloid receptor 1 (TRPV1) | TRPV1-expressing cells, Fluo-8 calcium influx, agonist mode | 0.19% of 320,000 active | AID 540275 | activation, % at 8.33 µM; in the data active = activation above about 80%; inconclusive = between about 30% and that limit; also: 0% is about no effect
#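 TRPV1-expressing cells were cultured overnight at 35.5C and loaded with Fluo-8 calcium dye for 40 to 90 min at room temperature. After a 10 s baseline, compound was added and calcium influx was read kinetically for 3 min (ex 480/em 520 nm).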
# AT treatment = candidate therapy for ataxia-telangiectasia. […] A-T fibroblasts, KAP-1 phosphorylation AlphaLISA; neocarzinostatin DNA damage 30 min before lysis. Potency, µM (highest dose often 57.5 µM), for inactives: top-dose activation, usual class: activators. 0.19% of 320,000 active. AID 485349; also: potency is read from the fitted curve at half-maximal effect; % of control where 0% means no effect; nearly all actives have a fitted effect of over 45% in size
#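 hTERT-immortalized A-T patient fibroblasts ([…]), 500 cells/well in OPTI-MEM, 1% FBS, got compounds for 60 min, then NCS for 30 min at 37C. Lysates were then assayed for phospho-KAP-1 by AlphaLISA (anti-pKAP1 donor, anti-KAP1 acceptor beads), 6 hr at 25C.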
# KCNH2 3.1 block = blocks the human KCNH2 3.1 channel isoform; U2OS KCNH2 3.1, thallium flux FluxOr; active compounds read low; activity change, % (tested at about 1.8 µM); 0.95% of 340,000 active; AID 720553;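 active = maximum activity change below -70%; inconclusive = maximum activity change from -70% to -50%; inactive = maximum activity change above -50%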;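 also: thallium influx rate constant from kinetic fluorescence after stimulation buffer; % is scaled to controls: 0 for no effect and ±100 for the full control effect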
#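 FluxOr-based Tl+ influx in U2OS cells transduced with KCNH2 3.1 virus; rate constants normalized to DMSO controls.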
# FBPA coupling cs = inhibits coupling enzyme system, counter-screen for aldolase hits; 0.67% of 290,000 active; activity change, negative = inhibition, % at 58.2 µM, hits read low; AID 2472; coupling enzyme system counterscreen, AmpLite Red fluorescence; in the data active = activity change below about -30%; also: % is scaled to controls: 0 for no effect and ±100 for the full control effect
#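 Activity here indicates interference with the coupling reaction, not aldolase inhibition. Compounds at 57.5 uM final met coupling enzymes for 10 min at RT; substrate and AmpLite Red detection followed, with a 525/598 nm fluorescence read after 20 min.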
# MBNL1 CUG block = inhibitors of human MBNL1 binding to CUG repeat RNA | TR-FRET MBNL1-His/biotin-(CUG)12 binding, 665/545 ratio | Potency, µM (doses to about 57.5 µM), for inactives: top-dose activity change, negative = inhibition, actives largely listed as inhibitors | 0.036% of 280,000 active; active = well fitted inhibition curve with a large enough effect in the signal ratio, with a control signal flat, not every such curve was filed as active; inconclusive = small, poorly fitted or top-dose-only effect, or effect the other way, or a change in a side signal; inactive = no such curve, though single readings can be large or run the other way; the % refers to the signal ratio; also: potency is read from the fitted curve at half-maximal effect; % is scaled to controls: 0 for no effect and ±100 for the full control effect
#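 TR-FRET readout: Ex 340 nm, 665/545 nm emission ratio, normalized to buffer-only (basal) and MBNL1-(CUG)12 controls. Complex of MBNL1-His with Biotin-(CUG)12, compounds 92 nM–58 uM, incubated 60 min at room temperature.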
# * = called active by the depositor; ? = inconclusive; . = no result given; & = joins results of further samples; [ ] = remark or other dose. Unless noted, calls follow the shape of the dose curve; as a rule, active = well fitted curve in the direction sought with a large enough effect; inconclusive = small, poorly fitted or top-dose-only effect, or another doubt; inactive = no such curve, though single readings can be large; an effect the other way counts as inactive or inconclusive.
SMILES,MLL CXXC-DNA inh,ASM inhibitor,a7 integrin act,GALK inhibitor,KCNH2 WT inh,TRPV1 ag,AT treatment,KCNH2 3.1 block,FBPA coupling cs,MBNL1 CUG block
CNC(=O)NC(=O)CSc1nnc(-c2ccco2)n1-c1ccccc1,13%,2%,-12%,6%,1,3,-9%,0,1,-1%
CCn1c(COC(=O)CNC(=O)c2ccccc2F)nc2cc(S(=O)(=O)N(C)C)ccc21,.,6%,2%,.,-25,-2,3%,7,.,.
Cc1oc2ncnc(N)c2c1C,-4%,12%,9%,3%,9,0,5%,-2,1,5%
Cc1noc(C)c1COc1ccccc1C(=O)NCCc1ccccc1,.,-4%,18%,.,19,?,5%,-4,.,.
COc1ccccc1N(CC(=O)NC1CCCCC1)S(=O)(=O)c1ccccc1,4%,-5%,-15%,14%,-4,14,-1%,6,2,-2%
c1ccc(CCC2CCCCN2Cc2nc(C3CC3)no2)cc1 (stereo not given),-6%,-2%,3%,4%,-9,23,3%,8,1,-2%
C[C@H](CO)N1C[C@H](C)[C@@H](CN(C)C(=O)NC2CCCCC2)Oc2c(NC(=O)Nc3ccc(C(F)(F)F)cc3)cccc2C1=O,.,-8%,-34%,.,4,.,-5%,-22,.,.
Cc1cccc(N=C2NN=C(c3ccc4c(c3)OCCO4)CS2)c1,5%,0%,6%,-2%,6,0,5%,-2,2,35%
c1ccc(Nc2n[nH]nc2-c2ccccc2)cc1,4%,2%,0%,0%,-6,3,11%,-19,-2,-12%
Cc1ccc(CC2SC(N=C(N)N)=NC2=O)cc1 (stereo not given),-19%,6%,6%,-2%,-7,-5,33%,8,1,-1%
CCOc1cc(C(=S)N2CCOCC2)ccc1OC,0%,4%,21%,-1%,-2,1,4%,3,0,-3%
CCc1ccc(NC(=O)CCNS(=O)(=O)c2cccc3nsnc23)cc1,-3%,-1%,2%,-1%,0,1,0%,2,1,?
Cc1occc1-c1nnc(SCC(=O)N2CCCc3ccccc32)n1Cc1ccco1,12%,2%,1%,-1%,4,3,-4%,8,1,0%
CCOC(=O)N1CCN(C(=O)CSc2nc(=O)n3cccc(C)c3n2)CC1,.,.,20%,.,2,-1,7%,-2,.,.
CC(C)Oc1ccc(/C(O)=C2/C(=O)C(=O)N(CCN3CCNCC3)C2c2ccc(C(C)C)cc2)cc1 (stereo not given),13%,0%,?,1%,-6,-3,-4%,9,4,-1%
O=C(c1cc[n+]([O-])cc1)N1CCCC(N2CCN(c3cccc(C(F)(F)F)c3)CC2)C1 (stereo not given),14%,-2%,-4%,10%,-3,-7,-5%,5,.,-5%
Cc1ccc(CNC(=O)CSc2nc3ccccc3c3nc(C)nn23)cc1,7%,.,.,-1%,.,3,-1%,.,3,5%
CN1C[C@@H]2C(c3ccc(C(F)(F)F)cc3)C3(c4cccnc4)CC2(C3)[C@H]1c1ccccc1 (stereo not given in full),2%,2%,16%,4%,-8,?,-6%,-85*,5&-2,-8%
Oc1c(Cl)cc(Cl)c2cccnc12,-22%&-1%,5%,-21%,0%,-1,2,2%,-16,-21&-18,15%
C=Cn1nc(C)c2ccccc2c1=O,2%,2%,26%,1%,-11,1,4%,2,7,3%
Cc1ccc(S(=O)(=O)N(C(=O)c2ccncc2)c2ccc(OC(=O)c3ccncc3)c3ccccc23)c(C)c1,6%,4%,-2%,-5%,-3,5,-5%,-20,-12,12%
Cc1ccc(OCCNCC(O)COc2ccccc2)cc1 (stereo not given),-6%,8%,-22%,-1%,21,2,?,?,1,-4%
COc1ccc(NC(=O)C2CC(=O)NC(Nc3cccc(C)c3)=N2)cc1 (stereo not given),-1%,1%,-16%,1%,-14,2,5%,-9,-1,-4%
CC1CN(c2nc3ccccc3nc2C(C#N)C(=O)NCc2ccc3c(c2)OCO3)CC(C)O1 (stereo not given),?,-9%,3%,0%,19,18,-3%,-29,-3,7%
Cc1ccc(NC(=O)c2cnccn2)cc1S(=O)(=O)N(C)C,0%,4%,5%,-1%,-4,-3,6%,-12,2,-14%

# An excerpt from above in order of number of heavy atoms, smallest number first:
SMILES,MLL CXXC-DNA inh,ASM inhibitor,a7 integrin act,GALK inhibitor,KCNH2 WT inh,TRPV1 ag,AT treatment,KCNH2 3.1 block,FBPA coupling cs,MBNL1 CUG block
Oc1c(Cl)cc(Cl)c2cccnc12,-22%&-1%,5%,-21%,0%,-1,2,2%,-16,-21&-18,15%
CN1C[C@@H]2C(c3ccc(C(F)(F)F)cc3)C3(c4cccnc4)CC2(C3)[C@H]1c1ccccc1 (stereo not given in full),2%,2%,16%,4%,-8,?,-6%,-85*,5&-2,-8%
CC(C)Oc1ccc(/C(O)=C2/C(=O)C(=O)N(CCN3CCNCC3)C2c2ccc(C(C)C)cc2)cc1 (stereo not given),13%,0%,?,1%,-6,-3,-4%,9,4,-1%

# Other entries:
SMILES,MLL CXXC-DNA inh,ASM inhibitor,a7 integrin act,GALK inhibitor,KCNH2 WT inh,TRPV1 ag,AT treatment,KCNH2 3.1 block,FBPA coupling cs,MBNL1 CUG block
COc1ccc(/C=N/NC(=O)c2ccn[nH]2)cc1COc1ccc(Cl)cc1,7%,?,-48%[inhibitor],.,10,-1,-2%,6,2,7%
O=C(/C=C/c1ccc(O)cc1)c1c(O)cc(O)cc1O,9%,-2%,-24%,-2%,18,-2,3%,11,1&-2,-3%
NC(=O)C(F)(F)C12OC3C4C5CC(C6C5C3C61)C42 (stereo not given),-1%,3%,-17%,-4%,36,4,-2%,-5,1,-1%
CCOC(=O)c1c(CC(C)C)csc1NC(=O)CCl,2%,-6%,-50%[inhibitor],-5%,1,5,-1%,-7,0,0%
Cn1c(C(=O)O)c(S(=O)(=O)c2ccc(Cl)cc2)c2ccccc21,16%,2%,-21%,.,-4,-7,-7%,-12,3,-3%
O=C(NC(NC1CCS(=O)(=O)C1)C(=O)c1ccccc1)c1ccc(Cl)cc1 (stereo not given),-9%,0%,1%,0%,-4,-3,9%,5,-1,-14%
CCn1c2ccccc2c2nnc(SCCCn3c(=O)[nH]c4ccccc43)nc21,3%,-13%,-32%[inhibitor],2%,14,2,-4%,-4,-3,2%
N#C/C(=N/Nc1ccc(S(=O)(=O)N2CCOCC2)cc1)C(N)=O,11%,-4%,2%,-4%,0,-2,2%,-10,4,?
Cc1sc2nc(N)sc2c1C,5%,4%,6%,18%,-11,-1,3%,-16,-1,4%
CCc1ccc(C(O)(CC)C(CN2CCOCC2)c2ccccc2)cc1 (stereo not given),5%,-1%,-33%,2%,13,22,6%,1,0,-2%
CC(C)Cc1nc(N2CCN(C(=O)Cc3ccccc3)CC2)c(C#N)c2c1COC(C)(C)C2,-2%,.,.,2%,.,?,2%,.,2,?
CN1CCC(NCCC(c2ccc(F)cc2)c2ccc(Cl)cc2)CC1 (stereo not given),7%,1%,-77%[inhibitor],3%,3,10,6%,-38,4,0%
Cc1cc(N/N=C/c2ccc([N+](=O)[O-])o2)nc2ccccc12,22%,-8%,-58%[inhibitor],10%,-3,13,-4%,-11,1,?
COc1ccc(C(=O)OCC(=O)NC(=O)Nc2ccccc2F)c(OC)c1,.,-1%,-18%,.,-10,.,-1%,2,.,.
COc1ccccc1N1C(=O)c2ccccc2NC1c1ccncc1 (stereo not given),2%,76%[activator],-11%,1%,-6,-2,-2%,-5,2,-6%
COc1ccc(NC(C)=O)cc1S(=O)(=O)NCCc1ccccn1,.,5%,2%,.,-4,5,-1%,-8,.,.
O=C(COc1ccc(Br)cc1)N1CCOCC1,3%,3%,8%,0%,-18,3,-2%,-26,19,-6%
NC(=O)C1CC12c1ccccc1-c1ccccc12 (stereo not given),49%[activator],-1%,0%,-4%,2,7,4%,15,0,-9%

# Gathered by group: those above containing two or more sulfur atoms.
SMILES,MLL CXXC-DNA inh,ASM inhibitor,a7 integrin act,GALK inhibitor,KCNH2 WT inh,TRPV1 ag,AT treatment,KCNH2 3.1 block,FBPA coupling cs,MBNL1 CUG block
CCc1ccc(NC(=O)CCNS(=O)(=O)c2cccc3nsnc23)cc1,-3%,-1%,2%,-1%,0,1,0%,2,1,?
Cc1sc2nc(N)sc2c1C,5%,4%,6%,18%,-11,-1,3%,-16,-1,4%

# Four entries drawn at random from those above, as already listed:
SMILES,MLL CXXC-DNA inh,ASM inhibitor,a7 integrin act,GALK inhibitor,KCNH2 WT inh,TRPV1 ag,AT treatment,KCNH2 3.1 block,FBPA coupling cs,MBNL1 CUG block
Cc1cc(N/N=C/c2ccc([N+](=O)[O-])o2)nc2ccccc12,22%,-8%,-58%[inhibitor],10%,-3,13,-4%,-11,1,?
CCOC(=O)c1c(CC(C)C)csc1NC(=O)CCl,2%,-6%,-50%[inhibitor],-5%,1,5,-1%,-7,0,0%
O=C(/C=C/c1ccc(O)cc1)c1c(O)cc(O)cc1O,9%,-2%,-24%,-2%,18,-2,3%,11,1&-2,-3%
COc1ccc(C(=O)OCC(=O)NC(=O)Nc2ccccc2F)c(OC)c1,.,-1%,-18%,.,-10,.,-1%,2,.,.
